Source: PubChem BioAssay
F508del corr: F508del CFTR correction, initial screen, CFBE line, single point. CFBE cells, YFP halide quenching; stimulated with forskolin plus potentiator P3; % fluorescence drop versus neutral controls. activity (quench increase), % at 7.58 µM. 0.36% of 350,000 active. AID 720511, 2013;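 active = mean added fluorescence quench of at least 8% versus neutral control, with both replicates also reaching 8%; inconclusive = only one of the mean or replicate conditions met; inactive = mean below 8% and not both replicates reaching 8%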;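 note: cells transiently co-express mutant CFTR-F508del with the halide-sensitive YFP; corrector assay measuring rescue of mutant channel to the surface after 24 h compound exposure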
DENV2 CPE: inhibitors of DENV2 cytopathic effect, primary screen, cell-based, plate reader, single concentration. DENV2-infected cells, cytopathic effect rescue. CPE inhibition, % at 9.99 µM. 1.7% of 350,000 active; in the data active = CPE inhibition above about 20%, passing the limit was not always enough; inconclusive = no clear call, values can overlap the other calls; tested in BHK-21 cells;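 note: 0% = median of neutral control wells and 100% = median of positive control wells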
EWS-Fli inh: EWS/Fli-driven NR0B1 reporter inhibitors, primary screen, A673 cells, NR0B1 luciferase, luminescence, MLPCN library. viability-normalised. inhibition, % at 12.6 µM. 0.67% of 350,000 active. AID 651661, 2012;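 active = mean inhibition of at least 50% after viability correction, with every replicate also passing that limit; inconclusive = mean reaches 50% but only one of two replicates passes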;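 note: firefly luciferase signal divided by Alamar Blue viability fluorescence both relative to DMSO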
FN deposit inh: inhibitors of fibronectin matrix deposition, primary screen, AH1F cells, Alexa488-fibronectin fluorescence, plate reader | AH1F fibroblasts, overnight | inhibition, % at 12.6 µM | 0.086% of 350,000 active | AID 743247, 2014;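 active = mean inhibition across replicates of 30% or more, regardless of how many single replicates reach that level; inconclusive = mean under 30% yet at least half of replicates reach 30%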;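 note: positive control wells lacked labelled fibronectin entirely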
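Assay system: AH1F fibroblasts / Quantity: 10000 cells per well / Medium: DMEM plus 2% serum, read in PBS / Reagent: labelled fibronectin 24 nM / Dosing: single dose, pinned / Times: 1 h cell attachment, overnight exposure to compound and label / Signal: fluorescence, ex 485 nm, em 525 nm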
GSIS activator: GLuc luminescence reporter in INS-1E cells, primary screen for activators of glucose-dependent secretion of insulin; 0.61% of 370,000 active; INS-1E GLuc reporter insulin secretion, 2-3 h; AID 743287, 2014; activation, % at 16.6 µM;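 active = lowest replicate activation of at least 40%, so every replicate reaches that level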;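 note: 0% = median of neutral control wells and 100% = median of IBMX positive control wells; some compounds called inactive have numbers as strong as hits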
miR122 inh: miR-122 Renilla sensor signal increase in Huh7, primary screen, miR-122 inhibitor project, cell-based, single point, plate reader | Huh7 miR-122 Renilla luciferase sensor, 48 h; neutral wells = 0, positive control = 100 | activation (reporter increase), % at 12.5 µM | 0.3% of 340,000 active | AID 602342, 2012;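 active = mean replicate activation score at least 90 and every replicate individually at or above 90; inconclusive = only one of the two criteria met; inactive = neither criterion met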;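 note: higher luciferase means less miR-122 activity so hits act as miR-122 inhibitors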
PAX8 reporter: inhibitors of PAX8-driven TPO luciferase reporter, primary screen, RMG-I cells, single concentration | SteadyGlo, 24 h | inhibition, % at 12.6 µM | 1.2% of 360,000 active;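 active = mean replicate inhibition at least 60% with every replicate also reaching 60%; inconclusive = only one of the two criteria is met; inactive = mean below 60% and not all replicates reaching 60%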;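 note: luciferase light reporting Pax8 driven TPO promoter activity; plate controls were median of neutral control wells for no effect and mitoxantrone controls for full effect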
Numbers without * were called inactive; ? = inconclusive; nt = no result given; & = joins results of further samples; [ ] = another dose, or the depositor's remark.

SMILES | F508del corr | DENV2 CPE | EWS-Fli inh | FN deposit inh | GSIS activator | miR122 inh | PAX8 reporter
CCC(C)NC(=O)C1(N2C(=O)c3ccccc3C2=O)CCCC1 (configuration not stated) | -6.1 | -0.5 | 2.2 | 11.7 | 14.7 | -2.1 | -2.9
COC(=O)c1cc(Br)ccc1NC(=O)Nc1ccc(C)cc1 | nt | nt | nt | 2.6 | 10.4 | -3.2 | -12.9
C[C@@H]1CN([C@H](C)CO)C(=O)Cc2cc(NS(=O)(=O)c3ccc(Cl)cc3)ccc2O[C@@H]1CN(C)C(=O)Nc1ccc(C(F)(F)F)cc1 | -1.5 | -11.9 | 49.8 | 2.0 | -6.1 | 103.3*[16.7 µM] | nt
C[C@@H]1CCCCO[C@@H](CN(C)Cc2ccc(C(=O)O)cc2)[C@@H](C)CN([C@@H](C)CO)C(=O)c2cc(NC(=O)Nc3ccc(C(F)(F)F)cc3)ccc2O1 | 0.9 | 21.1* | -8.0 | nt | -1.8 | -4.0[16.7 µM] | -6.6
CNC[C@H]1Oc2cc(C#CCC3CCCC3)ccc2S(=O)(=O)N([C@H](C)CO)C[C@H]1C | -0.1 | 4.6 | 4.9 | nt | 1.5 | 10.5[16.7 µM] | nt
CCCCCN(C(=O)CCC(=O)OCc1cccc(Br)c1)c1c(N)n(CCCC)c(=O)[nH]c1=O | -2.2 | -7.6 | 7.6 | nt | -10.5 | -5.7 | 5.5
CCc1nnc(NC(=O)CCC(=O)NC2CC2)s1 | 0.7 | 11.4 | -5.2 | -21.3 | -2.0 | -2.0 | -16.7
CSc1nc(O)c(N=Nc2ccc(F)cc2F)c(=O)[nH]1 | -1.7 | 7.5 | -19.1 | -1.6 | -6.3 | -11.4 | -51.5
N#Cc1c(Cl)nc(-c2ccncc2)nc1-c1ccccc1 | -1.5 | 6.1 | 1.5 | 2.0 | 13.3 | nt | -21.6
O=C(C[C@H]1CC[C@H]2[C@@H](COC[C@H](O)CN2C(=O)c2ccccn2)O1)NC1CCC1 | -1.1 | -2.1 | nt | -4.1 | 2.6 | 1.6[16.7 µM] | nt
CCCNC(=O)N(C)C[C@@H]1Oc2cc(C#C[C@H](C)O)ccc2S(=O)(=O)N([C@H](C)CO)C[C@H]1C | 2.8&-0.6&1.5 | 0.9&2.0&1.8 | -1.0&-5.2&-12.4 | 10.7&-3.7 | 30.4&5.6 | -6.6 | -5.7
Cc1ccc(Nc2nc(N)c([N+](=O)[O-])c(NCCO)n2)cc1C | -4.0 | -3.7 | -62.3 | 9.6 | -2.8 | nt | 8.2

Part of the list above in order of length of the SMILES, descending:
SMILES | F508del corr | DENV2 CPE | EWS-Fli inh | FN deposit inh | GSIS activator | miR122 inh | PAX8 reporter
C[C@@H]1CCCCO[C@@H](CN(C)Cc2ccc(C(=O)O)cc2)[C@@H](C)CN([C@@H](C)CO)C(=O)c2cc(NC(=O)Nc3ccc(C(F)(F)F)cc3)ccc2O1 | 0.9 | 21.1* | -8.0 | nt | -1.8 | -4.0[16.7 µM] | -6.6
C[C@@H]1CN([C@H](C)CO)C(=O)Cc2cc(NS(=O)(=O)c3ccc(Cl)cc3)ccc2O[C@@H]1CN(C)C(=O)Nc1ccc(C(F)(F)F)cc1 | -1.5 | -11.9 | 49.8 | 2.0 | -6.1 | 103.3*[16.7 µM] | nt
CSc1nc(O)c(N=Nc2ccc(F)cc2F)c(=O)[nH]1 | -1.7 | 7.5 | -19.1 | -1.6 | -6.3 | -11.4 | -51.5

Further records follow.
SMILES | F508del corr | DENV2 CPE | EWS-Fli inh | FN deposit inh | GSIS activator | miR122 inh | PAX8 reporter
O=C(C[C@H]1CC[C@@H](NC(=O)CN2CCOCC2)[C@@H](CO)O1)NC1CCC1 | 0.9 | ? | -13.1 | -1.0 | -1.4 | nt | -2.4
O=C(c1ccco1)N1CCN(C(=O)C23CC4CC(CC(C4)C2)C3)CC1 | 1.9 | 14.6 | -2.0 | -2.1 | 5.8 | -5.0 | 8.9
O=S(=O)(c1cccc(F)c1)N1CCN(c2nc(-c3cccnc3)nc3ccccc23)CC1 | 5.7 | -6.8 | 14.2 | 1.6 | 20.4 | -8.9 | 12.6
CC(C)OC(=O)N(C)C[C@H]1OCc2cnnn2CCCC(=O)N([C@@H](C)CO)C[C@H]1C | 1.4&-1.2&-2.0 | ? | 1.8&4.0&3.5 | -3.3&4.0 | 3.8&1.6 | 1.0 | 1.4&-49.5&-9.8
CCN(CC)CCn1c(NCc2ccc3c(c2)OCO3)nc2ccccc21 | 0.8 | ? | 7.4 | 6.3 | 28.8 | 3.5 | -1.2
COc1ccc(CCCNC(=O)C2Cc3c(-c4ccccc4)ccnc3O2)cc1 (configuration not stated) | -1.9 | -5.3 | -0.7 | -3.7 | -16.9 | -3.3 | -9.8
CCOC(=O)C1=C(COC(=O)[C@@H](NC(=O)c2cccc(C)c2)C(C)C)NC(=O)NC1C (some centres not stated) | 1.8 | 9.8 | 3.9 | 0.9 | 12.5 | -1.8 | -8.5
Fc1ccc(C2CCCN2Cc2nc(CC3CC3)no2)cc1 (configuration not stated) | -4.7 | 10.2 | -2.0 | 17.8 | -21.7 | 3.5 | -1.8
COc1ccc2[nH]c3c(=O)n(Cc4ccc(C(=O)N5CCCC5)cc4)c(=S)[nH]c3c2c1 | 1.1 | 4.2 | 1.4 | 4.0 | 10.1 | nt | 5.0
Cc1onc(COc2ccccc2O)c1Br | nt | nt | nt | -6.5 | nt | -1.6 | -13.6
C=CCN1C(=O)c2n[nH]c(C)c2C1c1ccc(C)cc1 (configuration not stated) | -2.2 | -0.7 | -28.7 | 1.7 | 17.5 | nt | -1.7
Cc1nnc(N(C)C(=O)c2cccnc2)s1 | nt | nt | nt | 1.0 | nt | -3.4 | -11.8
CCn1c(=NC(=O)CS(=O)(=O)c2ccccc2)sc2cccc(OC)c21 | 0.7 | -6.5 | 12.3 | -2.9 | -40.2 | nt | -19.9
Cc1ccc(NC(=O)NCC2CC2(Cl)Cl)cc1 (configuration not stated) | -3.2 | 1.3 | -135.6 | -2.4 | -4.4 | 21.1 | -229.4
Cc1csc(SCC(=O)Nc2ccc3[nH]c(=O)[nH]c3c2)n1 | -3.7 | 9.1 | -2.8 | 3.3 | 20.7 | -3.0 | 8.1
CCC(=O)N1[C@H](CN(CC)C(=O)c2cccc(F)c2)[C@@H](c2ccccc2)[C@@H]1CO | 0.2 | -1.4 | -1.5 | 1.9 | 20.2 | -8.3[16.7 µM] | -18.5
CO[C@@H]1CN(C)C(=O)c2ccc(NC(=O)Nc3c(C)noc3C)cc2OC[C@H](C)N(C)C[C@@H]1C | 1.3 | -7.6 | -4.3 | -5.4 | 20.8 | 3.9[16.7 µM] | nt
CC1(C)Cc2ccccc2C(=NCC(=O)O)N1 | 1.7 | -1.0 | 8.1 | 8.9 | 6.4 | nt | -5.8
CCN(CC)CCN1C(=O)C2C(C(=O)Nc3cc(C)cc(C)c3)C3C=CC2(O3)C1C(=O)NC1CCCCC1 (configuration not stated) | -2.5 | 0.2 | 7.0 | -0.1 | 10.2 | -5.1 | 0.4
COc1ccc(NC(=O)N(C)C[C@H]2Oc3ccc(NC(=O)Nc4ccccc4)cc3C(=O)N([C@@H](C)CO)C[C@H]2C)cc1 | -1.8 | -7.9 | 10.2 | nt | -10.1 | 1.1[16.7 µM] | 12.7
COCC1=C2[C@@H](c3ccccc3)OB(O)C[C@@H]2[C@@H]2C(=O)N(Cc3ccccc3)C(=O)[C@@H]2C1 | -0.2 | 6.1 | 4.0 | nt | nt | nt | 0.8
Cc1cc(S(=O)(=O)N(Cc2ccccc2)Cc2ccc(N(C)C)cc2)ccc1-n1cnnn1 | -2.5 | -0.6 | -14.5 | nt | -6.4 | nt | nt
CCC(=O)N[C@@H]1CC[C@@H](CC(=O)NCC2CC2)O[C@@H]1CO | 0.7 | ? | -0.8 | 3.8 | 5.3 | nt | nt
COc1ccccc1NC(=O)CCCCCN1C(=O)c2cccc3cccc(c23)C1=O | 1.7 | -6.5 | -10.5 | -20.4 | nt | nt | -7.1

Further compounds follow.
Structure | F508del corr | DENV2 CPE | EWS-Fli inh | FN deposit inh | GSIS activator | miR122 inh | PAX8 reporter
CC(C)COc1ccc(CNC(=S)Nc2ccccc2)cc1Cl | 1.6 | 10.3 | 24.4 | 0.2 | -28.4 | 53.7 | 1.3
Cc1c(N(C(=O)c2cc(=O)[nH]c3ccccc23)C(C)C)c(=O)n(-c2ccccc2)n1C | -0.2 | 5.2 | 3.9 | nt | 0.9 | -3.6 | nt
O=C(NN=C1CCCC1)c1ccccc1O | -1.8 | -1.6 | -4.7 | 5.9 | 4.0 | 27.7 | 28.7
COC(=O)C1=C(C(=O)OC)[C@@H]2N(C)c3ccccc3[C@@]23C[C@@H](CO)N(C(=O)c2cccs2)C3=N1 | -1.4 | -8.0 | 5.1 | -2.2 | -7.0 | -1.1 | 19.1
COc1ccc([N+](=O)[O-])cc1NC(=O)c1ccccc1N(C)S(C)(=O)=O | 2.7 | -0.3 | 9.9 | -3.9 | 3.7 | 12.5 | -8.4
C[C@@H]1CN([C@H](C)CO)C(=O)c2cc(-c3ccccc3)cnc2O[C@@H]1CN(C)Cc1ccccn1 | 2.9 | 2.7 | 11.2 | -7.1 | 13.4 | 55.9[16.7 µM] | 6.3
CC(C)c1onc(C(=O)N2CCCCCC2)c1[N+](=O)[O-] | nt | -4.6 | 8.7 | 3.9 | 10.9 | nt | 14.7
O=C(NCCc1ccc(C(F)(F)F)cc1)c1ccc(Cl)nc1 | -0.4 | -0.5 | -4.6 | -7.4 | -11.6 | nt | 13.4
C[C@@H]1CN([C@@H](C)CO)C(=O)c2cc(C#CC3CC3)cnc2O[C@@H]1CN(C)C(=O)c1ccncc1 | 1.6 | nt | -4.8 | nt | 5.9 | -1.5[16.7 µM] | nt
Cc1cccc(C)c1NC(=O)CN(C)C(=O)CC1Sc2ccccc2NC1=O (configuration not stated) | -1.9 | -5.6 | -1.6 | -7.2 | 5.8 | 4.4 | 10.4
CCOC(=O)C1CCCN(S(=O)(=O)c2cc(OCC(N)=O)c(C)cc2Cl)C1 (configuration not stated) | nt | nt | nt | 0.4 | nt | 0.2 | 17.7
O=C(Nc1ccc(F)cc1)N1C[C@@H]2[C@H](c3ccccc31)[C@@H](CO)N2C(=O)Cc1ccccc1 | -2.9 | 11.3 | -4.7 | nt | -2.0 | -2.8[16.7 µM] | 9.0
Cc1cccc(C)c1NS(=O)(=O)c1ccc(NC(=O)c2ccc(Cl)c([N+](=O)[O-])c2)cc1 | 4.5 | -3.9 | 11.5 | 6.3 | -11.0 | 6.3 | 21.9
Cc1ccccc1COc1ccc2oc(C)c(C(=O)O)c2c1 | -1.8 | -3.4 | -9.9 | -0.3 | 6.0 | nt | -2.5
COc1cc([N+](=O)[O-])ccc1N1C(=O)CC(Sc2nccc(C)n2)C1=O (configuration not stated) | 3.3 | ? | 0.4 | -13.1 | -11.7 | nt | -11.8
COc1ccc(CNC(=O)C2CCCN2)cc1OC (configuration not stated) | 0.1 | nt | 4.9 | -4.2 | -2.1 | nt | 39.8
S=C(NCCN1CCOCC1)Nc1ccc(Cl)c(Cl)c1 | nt | -1.5 | -5.3 | 8.2 | -1.8 | nt | -22.5
O=C(NCCO)c1cccc(-c2ccc3nncn3c2)c1 | -1.8 | 4.7 | -1.3 | 3.1 | nt | -5.5 | 0.4
C[C@H](CO)N1C[C@H](C)[C@@H](CN(C)Cc2ccc(Cl)c(Cl)c2)OCCCC[C@H](C)Oc2ccc(NC(=O)Nc3ccc4c(c3)OCO4)cc2C1=O | 2.0 | 0.9 | 8.5 | nt | 5.5 | -6.3[16.7 µM] | nt
Cc1ccc(N/C=C/C(=O)c2cccs2)cc1 | 0.5 | -6.6 | 59.0* | -16.1 | 1.2 | 0.1 | 24.9
